# MrgX1 antag: antagonists of human MrgX1 receptor, primary screen, HEK293 cells, Fluo-4 calcium flux; Mas-related G-protein coupled receptor member X1 (Homo sapiens), Q96LB2; BAM8-22 antagonism; active compounds read low; B-score at 10 µM; 310,000 compounds, 1.3% hits; AID 588676, 2011;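 active = calcium-response B-score plate-corrected more than 3 library SD below zero, starting fluorescence within 5 deviations, no agonist response on first addition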;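 also: peak minus trough fluorescence over baseline after final BAM8-22 challenge near maximal dose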
# Target sequence (Q96LB2 whole entry, looked up): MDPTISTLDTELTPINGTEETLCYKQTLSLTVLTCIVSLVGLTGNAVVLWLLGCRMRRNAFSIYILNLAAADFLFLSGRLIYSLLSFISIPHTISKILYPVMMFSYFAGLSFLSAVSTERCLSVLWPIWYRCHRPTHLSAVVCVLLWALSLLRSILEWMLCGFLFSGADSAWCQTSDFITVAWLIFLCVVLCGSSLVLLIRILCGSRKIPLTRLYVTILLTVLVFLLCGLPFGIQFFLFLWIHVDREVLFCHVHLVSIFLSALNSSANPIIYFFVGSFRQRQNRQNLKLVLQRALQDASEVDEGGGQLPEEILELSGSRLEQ
# TRPC6 inh: mouse TRPC6 channel inhibitors, primary screen, cell-based, HEK293, membrane potential dye; ACh-evoked depolarization; active compounds read low; 310,000 compounds, 1.1% hits; AID 2553, 2010; B-score at 10 µM; Short transient receptor potential channel 6 (Mus musculus), Q61143;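 active = B-score under library mean minus 3 SD, initial fluorescence not abnormally high, positive integrated signal ratio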;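 also: B-score derived from integrated fluorescence ratio over the kinetic read; more negative B-score means stronger inhibition of depolarization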
# MrgX1 PAM: positive allosteric modulators of MrgX1, primary screen, HEK293 cells, Fluo-4 calcium flux; Mas-related G-protein coupled receptor member X1 (Homo sapiens), Q96LB2; FDSS; active compounds read high; B-score at 10 µM; 310,000 compounds, 0.63% hits;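 active = plate-corrected calcium response at least 3 library SD above typical, normal starting fluorescence, not activating the receptor alone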;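 also: compound read alongside a low EC10 to EC30 dose of BAM8-22 agonist; peak minus trough fluorescence over baseline measured at the second addition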
# RGS4 act: RGS4 potentiators or activators, primary screen, cell-based, HEK293 M3R inducible RGS4, calcium flux | carbachol calcium flux Fluo4; active compounds read low | B-score at 10 µM | 310,000 compounds, 0.92% hits;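 active = B-score of the integrated calcium signal more than 4 SD below the library mean, with starting fluorescence not abnormally high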;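 also: negative B-score means reduced calcium response which marks RGS4 activation or potentiation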
#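 Also added: carbachol at ECmax as muscarinic agonist stimulus; Assay system: HEK293 cells with stable M3R and inducible RGS4; Timing: overnight RGS4 induction, 30 min dye load 37 °C, 20 min compound RT; Measured by: Fluo4-AM (2 µM) calcium-flux fluorescence, kinetic read.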
# ANO1 activ: TMEM16A chloride channel activators or potentiators, primary screen, cell-based, HTS; Anoctamin-1 (Mus musculus), Q8BHY3; HEK293 TMEM16A/YFP-H148Q/I152L, iodide quench fluorescence; active compounds read low; B-score at 10 µM; 340,000 compounds, 0.3% hits;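 active = fluorescence-ratio B-score plate-corrected deviation score at least 3 library SD below zero, with starting fluorescence score within 5 deviations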;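 also: channel opened by trigger with iodide after compound preincubation; score built on the fluorescence ratio of max minus min over baseline; more negative score means more quench and so TMEM16A activation or potentiation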
# SKKanGAS inh: S. pyogenes SKKanGAS growth inhibitors in kanamycin, primary screen, streptokinase expression inhibitor project, SKKanGAS strain, BacTiter-Glo luminescence | 6 h | inhibition, % at 7.5 µM | 300,000 compounds, 1.3% hits | AID 1662, 2009;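 active = mean replicate score, as percent of positive control median, at least 50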;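 also: strain carries kanamycin resistance gene driven by streptokinase promoter and grows in 40 µg/ml kanamycin; loss of luminescence reflects streptokinase promoter inhibition or plain growth inhibition; 0% = median of DMSO wells and 100% = positive control at its reference dose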
# ANO1 block: TMEM16A chloride channel inhibitors, primary screen, cell-based, HTS; Anoctamin-1 (Mus musculus), Q8BHY3; HEK293 TMEM16A/YFP iodide influx fluorescence, ionomycin; normalized B-score (activity score, 25-100; higher = stronger inhibition) at 10 µM; 310,000 compounds, 1.2% hits; AID 588511, 2011;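 active = ratio plate-corrected score three or more library SD toward inhibition, starting fluorescence score within five deviations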;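 also: score derived from kinetic fluorescence span divided by baseline fluorescence per well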
# RGS4 inh: RGS4 inhibitors, primary screen, cell-based, HEK293 M3R inducible RGS4, calcium flux; Regulator of G-protein signaling 4 (Homo sapiens), P49798; Fluo-4 calcium flux; active compounds read high; triggered by carbachol at its EC20; B-score at 10 µM; 310,000 compounds, 0.45% hits; AID 463165, 2010;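 active = B-score, a plate-corrected calcium signal, over three deviations above library mean, with baseline fluorescence within five deviations of library mean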;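 also: RGS4 expression induced by doxycycline in cells with stable M3 receptor; B-score is computed from the integrated fluorescence ratio over baseline after carbachol; higher B-score means a larger calcium signal and so more RGS4 inhibition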
# Target sequence (P49798 whole entry, looked up): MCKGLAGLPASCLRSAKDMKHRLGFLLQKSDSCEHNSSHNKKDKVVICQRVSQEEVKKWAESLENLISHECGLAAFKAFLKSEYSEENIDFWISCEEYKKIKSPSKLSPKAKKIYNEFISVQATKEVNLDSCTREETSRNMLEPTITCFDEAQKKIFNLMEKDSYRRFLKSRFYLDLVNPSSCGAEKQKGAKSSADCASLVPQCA
# HDAC3 inhib: HDAC3 deacetylase inhibitors, primary screen, biochemical, fluorescence, cell-free homogeneous; AID 2718, 2010; 320,000 compounds, 0.15% hits; Histone deacetylase 3 (Homo sapiens), O15379; inhibition, % at 8.3 µM; recombinant HDAC3, fluorogenic peptide/trypsin coupled; in the data active = inhibition above about 26%, passing the limit was not always enough
# Target sequence (O15379 whole entry, looked up): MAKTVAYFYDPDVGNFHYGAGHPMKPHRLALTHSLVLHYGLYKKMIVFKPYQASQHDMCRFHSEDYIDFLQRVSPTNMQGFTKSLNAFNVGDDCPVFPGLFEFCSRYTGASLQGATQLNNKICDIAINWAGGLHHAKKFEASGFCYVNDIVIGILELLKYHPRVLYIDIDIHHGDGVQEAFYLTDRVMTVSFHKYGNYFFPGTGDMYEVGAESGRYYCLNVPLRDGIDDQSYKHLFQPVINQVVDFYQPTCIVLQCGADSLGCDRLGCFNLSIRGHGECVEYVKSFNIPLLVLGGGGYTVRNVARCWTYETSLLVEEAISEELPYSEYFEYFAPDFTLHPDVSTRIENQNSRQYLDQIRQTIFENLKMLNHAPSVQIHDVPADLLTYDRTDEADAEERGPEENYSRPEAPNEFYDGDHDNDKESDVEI
# MrgX1 agonist: agonists of human MrgX1 receptor, primary screen, HEK293 cells, Fluo-4 calcium flux | Mas-related G-protein coupled receptor member X1 (Homo sapiens), Q96LB2 | Fluo-4 calcium fluorescence, agonist mode; active compounds read high | B-score at 10 µM | 310,000 compounds, 0.44% hits | AID 588627, 2011;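 active = calcium response B-score plate-corrected fluorescence ratio at least 3 library SD, with starting fluorescence B-score inside 5 SD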
#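 Material: MrgX1-expressing HEK293 cells; input: 15,000 cells per well; doses: test compound given as first of three sequential additions; schedule: overnight plating before 1 h dye loading; technique: Fluo-4 NW calcium-flux fluorescence, kinetic read; evaluation: baseline-normalised fluorescence change ratio, B-scored; control set: plate-wise positive and negative controls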
# TRPC6 act: mouse TRPC6 channel activators, primary screen, cell-based, HEK293, membrane potential dye; 310,000 compounds, 0.13% hits; B-score at 10 µM; HEK293-TRPC6 membrane potential dye fluorescence; active compounds read high;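 active = B-score of the integrated fluorescence ratio above library mean plus 3 SD, and starting fluorescence ratio within library mean plus 5 SD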;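 also: higher score means more depolarization so channel activation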
# Numbers without * were called inactive; i = inactive; · = not tested or not shown. Compounds were not picked by outcome. About 6.7% of those tested had a hit in this group.
SMILES,MrgX1 antag,TRPC6 inh,MrgX1 PAM,RGS4 act,ANO1 activ,SKKanGAS inh,ANO1 block,RGS4 inh,HDAC3 inhib,MrgX1 agonist,TRPC6 act
Cc1ccc(NC(=S)N2CCC(NC(=O)c3cccc(F)c3)CC2)cc1,i,i,i,i,i,2,i,i,-5,i,i
Cc1occc1C(=O)N/N=C/c1cccc2ccccc12,i,i,i,i,i,-2,i,i,-2,i,i
O=C(Nc1ccccc1)Nc1ccccc1Br,i,i,i,i,i,2,i,i,8,i,i
O=C(N/N=C/c1cn(-c2cccs2)nc1-c1ccccc1)c1ccccc1O,-8.3*,i,i,i,i,37,100*,i,10,i,i
CCOc1cc(S(=O)(=O)NCCc2cccc(C)c2)c(OCC)cc1-n1cnnn1,i,i,i,i,i,-18,i,i,-18,i,i
COC(=O)c1sc2ccccc2c1-n1cccc1C(=O)C(=O)Nc1ccc(C)cc1,i,i,i,i,i,-2,i,i,3,i,i
CCCCOc1ccc(N(CC(=O)NCc2ccco2)C(=O)CCC(=O)Nc2nccs2)cc1,i,i,i,i,i,-9,i,i,-2,i,i
COc1ccccc1NS(=O)(=O)c1cc(NC(=O)C(C)C)ccc1N1CCCCC1,i,i,i,i,i,10,i,i,13,i,i
Cc1cccc(N(CC(=O)NCCSc2nc3ccccc3s2)S(=O)(=O)c2ccccc2)c1,i,i,i,i,·,-11,i,i,6,i,i
Cc1ccc(C)c(-c2nc3ccc(N)cc3[nH]2)c1,i,i,i,i,i,11,i,i,-141,i,i
COc1ccc(C(C)=O)cc1CSc1nc2cc(C(=O)O)ccc2c(=O)n1Cc1ccccc1,i,i,i,i,i,28,i,i,1,i,i
COC(=O)/C=C1\N/C(=N/c2nc(C)c3cc(OC)ccc3n2)NC1=O,i,i,i,i,i,1,i,i,-1,i,i
Cc1nn(C(C)C(=O)NCc2ccc(Cl)cc2)c(=O)c2cc3occc3n12 (stereo not drawn),i,i,i,i,i,2,i,i,2,i,i
NC(=O)c1ccsc1NC(=O)c1ccc(S(=O)(=O)N2CCCCC2)cc1,i,i,i,i,i,-5,i,i,7,i,i
COc1cccc(-c2nc(=S)c3c(o2)CCCC3)c1,i,i,i,i,i,-5,i,i,7,i,i
O=C(NC(=S)Nn1cnnc1)c1ccccc1Br,i,i,i,i,i,3,i,i,4,i,i
CCCN1CCN(C(=O)c2ccc(CS(=O)c3ccc(F)cc3)o2)CC1 (stereo not drawn),i,i,i,i,i,1,i,i,7,i,i
O=C(O)CCCC(=O)Nc1ccccc1-n1ccnc1,i,i,i,i,i,0,i,i,1,i,i
O=[N+]([O-])c1ccc(/C=[N+](\[O-])CCO)o1,i,i,i,i,i,84*,i,i,-2,i,i
Cc1cccc(N2C(=S)NC3c4cc(Cl)ccc4OC2(C)C3C(=O)N(C)C)c1 (stereo not drawn),i,i,i,i,i,-3,i,i,-4,i,i
COc1ccc(C(CC(=O)N2CCCC(C)C2)c2c(OC)cc(OC)c3ccc(=O)oc23)cc1 (stereo not drawn),i,i,i,i,i,6,i,i,-11,i,i
Cc1ccc(-c2nc(C)sc2CC(=O)OCC(=O)Nc2cccc([N+](=O)[O-])c2)cc1,i,i,i,i,i,6,i,i,·,i,i
COc1cc(C2SCCS2)cc(Br)c1Oc1ncccc1[N+](=O)[O-],i,i,i,i,i,3,i,i,1,i,i
CCc1c(C)sc(NC(=S)N2CCN(CC)CC2)c1C(=O)OC,i,i,i,i,i,28,i,i,-2,i,i
CC1(C)Cc2c(cnn2-c2ccc(F)cc2)C(NC(=O)CN2CCCC2=O)C1 (stereo not drawn),i,i,i,i,i,1,i,i,1,i,i
C(=C\c1ccccc1)/CSc1nnc(-c2cccnc2)o1,i,i,i,i,i,-7,i,i,-2,i,i
Cc1nc2oc3c(=O)[nH]cnc3c2c2c1COC(C)(C)C2,i,i,i,i,i,7,i,i,-15,i,i
O=C1c2ccccc2C(=O)N1c1ccc(Br)c2cccnc12,i,i,i,i,i,0,i,i,3,i,i
CC1(C)CSC(=NCc2ccccc2)N1C(=O)c1cccc([N+](=O)[O-])c1,i,i,i,i,i,0,i,i,4,84*,i
COC(=O)c1ccc(NC(=S)NC2c3ccccc3CC2O)cc1 (stereo not drawn),i,i,i,i,i,4,i,i,9,i,i
COc1ccc(OC)c(NC(=O)c2oc3c(c2C)C(O)CC(C)(C)C3)c1 (stereo not drawn),i,i,i,i,i,5,i,i,4,i,i
Cn1cccc1-c1nc2ccc(NC(=O)c3cccs3)cc2[nH]1,i,i,i,i,i,0,i,i,12,i,i
Cc1cc(C)nc(NC(=O)CSc2nnnn2-c2ccccc2)n1,i,i,i,i,i,-7,i,i,-2,i,i
COc1ccc(NC(=O)CC2C(=O)N(Cc3cccs3)C(=S)N2C(C)C)cc1 (stereo not drawn),i,i,i,i,i,-1,i,i,7,i,i
CC(C)Cn1c(S(=O)(=O)O)nc2ccccc21,i,i,i,i,i,-3,i,i,5,i,i
O=C(c1ccc([N+](=O)[O-])cc1)N1CCSC1c1ccc(Br)cc1 (stereo not drawn),i,i,i,i,i,3,i,i,-7,i,i
Nc1cccc2c3c(oc12)CCCC3,i,i,i,i,i,-5,i,i,-3,i,i
Cc1ccc(SCC(=O)OCC(=O)N(C)CC(=O)Nc2ccccc2Cl)cc1C,i,i,i,i,i,-10,i,i,8,i,i
CC1CCc2nn(CC(=O)NCc3ccco3)cc2C1 (stereo not drawn),i,i,i,i,i,-4,i,i,-9,i,i
COc1ccccc1NC(=S)N(CCc1ccc(OC)c(OC)c1)Cc1ccccn1,i,i,i,i,i,6,i,i,-6,i,i
NC(=O)Nn1c(CCC(=O)O)ccc1-c1ccc(Cl)cc1,i,i,i,i,i,-7,i,i,-2,i,i
Cc1ccc(CN2C(=O)[C@@H]3Cc4c([nH]c5ccccc45)C(C)(C)N3C2=O)cc1,i,i,i,i,i,26,i,i,19,i,i
CCCC(=O)Nc1ccc(NC(=O)Cc2ccccc2)cn1,i,i,i,i,i,-2,i,i,-1,i,i
NC(=O)C1CCN(C(=O)CCSCc2ccccc2)CC1,i,i,i,i,i,-6,i,i,-3,i,i
Cc1cc(Nc2ccccc2C(=O)O)n(-c2cccc(Cl)c2)n1,i,i,i,i,i,1,i,i,-5,i,i
OC[C@H]1OC(O)[C@H](O)[C@@H]1O (stereo partly drawn),i,·,i,·,i,·,i,·,16,i,·
Cc1ccc(C(=O)N/C(=C\c2cccc([N+](=O)[O-])c2)C(=O)NC(Cc2ccccc2)C(=O)O)cc1 (stereo not drawn),i,i,i,i,i,4,i,i,1,i,i
Cc1cc(S(=O)(=O)N2CCN(c3ccc(F)cc3)CC2)c(C)s1,i,i,i,i,i,-7,i,i,-2,i,i
CCc1ccc(NC(=O)Nc2cc(C(=O)O)ccc2N2CC3CC(C2)c2cccc(=O)n2C3)cc1 (stereo not drawn),i,i,i,i,i,7,i,i,3,i,i
Cc1ccc(C)c(S(=O)(=O)N2CCN(C(=O)Cc3ccsc3)CC2)c1,i,i,i,i,i,-5,i,i,2,i,i
COc1ccccc1/C=C/C(=O)OCCCN(C)C,i,i,i,i,i,4,i,i,-9,i,i
Cc1ccc(C)c(OCC(=O)Nc2c[nH]c(=O)[nH]c2=O)c1,i,i,i,i,i,-4,i,i,-2,i,i
OCCOCCn1c(C(CO)Nc2nc(-c3cccc(Br)c3)cs2)nc2ccccc21 (stereo not drawn),i,i,i,i,i,23,i,i,8,i,i
Nc1ccc(S(=O)(=O)Nc2nccc(/C=C/c3ccc(Br)s3)n2)cc1,i,i,i,i,i,2,i,i,-2,i,i
COc1ccc(CNC(=O)c2cc(=O)c3c(C)cc(C)cc3o2)cc1,i,i,i,i,i,-3,i,i,-3,i,i
Cc1sc(NC(=S)NC(=O)c2ccco2)c(C(N)=O)c1C,i,i,i,i,i,-2,i,i,-8,i,i
COC(=O)c1cn(NC(=O)c2cc(OC)c(OC)c(OC)c2)c(=O)c2ccccc12,i,i,i,i,i,-4,i,i,4,i,i
CCC/C(O)=C1\C(=O)CCCC1=NCCCCCC(=O)O,i,i,i,i,i,-7,i,i,0,i,i
COc1ccc(NC(=O)Nc2ccc(N3CCCC3=O)cc2)cc1OC,i,i,i,i,i,1,i,i,0,i,i
CC(C)(C)c1[nH]c2ccccc2c1/C=N/O,i,i,i,i,i,11,i,i,-1,i,i

# New compounds follow
SMILES,MrgX1 antag,TRPC6 inh,MrgX1 PAM,RGS4 act,ANO1 activ,SKKanGAS inh,ANO1 block,RGS4 inh,HDAC3 inhib,MrgX1 agonist,TRPC6 act
CCOC(=O)C1=C(CS(=O)(=O)c2ccccc2)NC(=O)NC1c1ccc(O)c(OC)c1 (stereo not drawn),i,i,i,i,i,-12,i,i,6,i,i
CCC1=NN2C(=N)/C(=C\c3cccn3-c3ccc(Cl)cc3)C(=O)N=C2S1,i,i,8.1*,i,i,25,i,i,·,i,i
COC(=O)/C(C#N)=C/c1c(Oc2cccc(C)c2C)nc2ccccn2c1=O,i,i,i,i,i,10,i,i,-1,i,i
Brc1ccc(Oc2nsnc2N2CCOCC2)cc1,i,i,i,i,i,16,i,i,-3,i,i
CC(=O)c1c(OC(=O)c2ccccc2)c2ccccc2n1C,i,i,i,i,i,-3,i,i,-4,i,i
CCC1CCCCN1CCCNC(=O)Cn1nc(-c2ccc(C)cc2)ccc1=O (stereo not drawn),i,i,i,i,i,-1,i,i,-4,i,i
O=C(Nc1ccc(OC(F)(F)F)cc1)c1[nH]ncc1[N+](=O)[O-],i,i,i,i,i,2,i,i,1,i,i
